# PI4K2A inh = PI4K2A (human) kinase inhibition; purified PI4K2A, ADP-Glo luminescence, 1 h; hits give low values; AID 1346378; 420,000 tested, 0.13% active; activity change, negative = inhibition, % at 76.9 µM; Q9BTU6; in the data active = activity change below about -50%;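 note: -100% = wells without enzyme as full effect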
# Target sequence (Q9BTU6 whole entry, looked up): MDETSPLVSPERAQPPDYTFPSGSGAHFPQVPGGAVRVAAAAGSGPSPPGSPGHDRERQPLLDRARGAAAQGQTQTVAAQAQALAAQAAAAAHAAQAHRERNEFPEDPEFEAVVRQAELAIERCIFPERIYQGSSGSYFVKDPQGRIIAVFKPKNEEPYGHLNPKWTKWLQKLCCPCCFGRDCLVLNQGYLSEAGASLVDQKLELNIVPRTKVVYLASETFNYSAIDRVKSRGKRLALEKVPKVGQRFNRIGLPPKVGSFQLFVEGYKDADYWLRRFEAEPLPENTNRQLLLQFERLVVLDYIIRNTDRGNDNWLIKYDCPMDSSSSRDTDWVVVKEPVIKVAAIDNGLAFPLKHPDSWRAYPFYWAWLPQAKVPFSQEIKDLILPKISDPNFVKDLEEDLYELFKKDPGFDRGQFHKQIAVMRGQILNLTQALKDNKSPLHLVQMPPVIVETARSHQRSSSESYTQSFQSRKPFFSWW
#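 In this quantitative HTS, ADP production by PI4K2A was quantified luminescently after 1 h at ambient temperature; 100 microM adenosine served as plate-quality control.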
# Numbers without * were called inactive. Only part of the results is shown, so the mix of outcomes need not match the whole.
no.	PI4K2A inh	compound
1	-1.3	NS(=O)(=O)c1ccc(CCNc2ccn3nc(-c4cccc(C(F)(F)F)c4)cc3n2)cc1
2	-0.5	COc1ccc(-c2nc3ccc(C)cn3c2Cc2ccccc2)cc1OC
3	-2.2	OC[C@@H]1CN(CCc2ccccc2)C[C@H](n2cnc3c(N4CCOCC4)ncnc32)O1
4	-1.5	CC(C)NC(=O)c1cc(C2CCCCN2S(=O)(=O)c2ccc(C#N)cc2)on1 (stereo unspecified)
5	3.5	O=C(NC(c1ccc(Cl)cc1)c1ccsc1)C1CCN(CCOc2ccc(Cl)cc2)CC1 (stereo unspecified)
6	-7.0	COc1ncccc1C(=O)Nc1c(-c2ccccc2)[nH][nH]c1=O
7	-0.6	C[C@H]1CCCN1c1ccc2c(c1)O[C@H]1CCN(C1)S2(=O)=O
8	16.2	COc1ccc(C2C=CC(=O)CC2)c(OC)c1 (stereo unspecified)
9	-2.6	COC(=O)CC[C@H](/C=C/C(=O)OC(C)(C)C)Sc1ccc(C(C)(C)C)cc1
10	-0.2	Cc1c(C(=O)NCc2cccc(Cl)c2)sc(=O)n1Cc1cccc(F)c1
11	5.0	CCCCCCCCN1C(=O)[C@H](CC(=O)NCCC(C)C)C[C@@]2(C(=O)OCC)CCC=C12
12	-0.6	O=C(NCc1ccccc1)c1[nH]c(C(F)(F)F)nc1-c1ccccc1

# New compounds follow:
no.	PI4K2A inh	compound
13	-5.0	CCC(c1nnnn1-c1c(C)cccc1C)N1CCN(c2cccc(C(F)(F)F)n2)CC1 (stereo unspecified)
14	-10.5	COc1ncccc1-c1cc2nc(NCCNC(C)=O)n(C)c(=O)c2s1
15	-2.9	COc1cc(OC)nc(Nc2nc(C(N)Cc3ccc(F)cc3)cs2)n1 (stereo unspecified)
16	-1.4	CCC(NC(=O)c1ccc2c(c1)c(C)c(C)n2Cc1ccc(Cl)cc1)c1ccccc1 (stereo unspecified)
17	-0.4	CCCC(=O)N1CCC1(C)C(=O)Nc1cc(OC)ccc1OC (stereo unspecified)
18	2.7	O=C(Nc1ccc2ccccc2c1)NC1CCCCN(Cc2cccc(Cl)c2)C1=O (stereo unspecified)
19	-2.5	Nc1[nH]c2cc(Cl)ccc2c1C(=O)NCCc1ccc(Cl)cc1
20	-2.1	CC(C)OC(=O)C1=CNCC(C)(C)c2c1[nH]c1cc(F)ccc21
21	1.8	CCCCC[C@H]1CCCCC[C@@H](O)C[C@H](O)[C@H](O)/C=C/C(=O)O1
22	3.3	CC(OC(=O)c1ccc(S(C)(=O)=O)c([N+](=O)[O-])c1)C(=O)NC1C2CC3CC(C2)CC1C3 (stereo unspecified)
23	-6.0	Cc1c(COc2ccc3ccccc3c2)nnn1CC(=O)NS(=O)(=O)c1ccccc1C(F)(F)F
24	1.9	CC(C)c1ccc(NC(=O)OC2CCC23CCC(c2ccccc2)CC3)cc1 (stereo unspecified)

# (listing goes on)
no.	PI4K2A inh	compound
25	-1.7	O=S(=O)(Nc1ccc(C(O)(C(F)(F)F)C(F)(F)F)cc1)c1cccc2cccnc12
26	-0.8	CCCC(=O)O[C@]1(C(=O)CC)CC[C@H]2[C@@H]3CCC4=CC(=O)CC[C@]4(C)[C@H]3[C@@H](O)C[C@@]21C
27	-1.1	CCOC(=O)C1=C[C@@H](C(C)C)N(S(=O)(=O)c2ccc(C)cc2)[C@H]1c1ccc(C(F)(F)F)cc1
28	2.0	CCc1ccc([C@H]2[C@@H]3C(=O)C[C@@H]4C(=O)NC(=O)[C@@H]4[C@@H]3CN2S(=O)(=O)c2ccc(C)cc2)cc1
29	-4.1	CN1OC[C@@H]2CN3C(=O)N(c4cccc5ccccc45)c4ccccc4[C@@H]3C[C@@H]21
30	-2.6	CCOC(=O)N1CCN(C(=O)C[C@@H]2C[C@@]3(C(=O)OCC)CCCC=C3N(Cc3ccc4c(c3)OCO4)C2=O)CC1
31	0.6	C/C(C=NNC(=O)CSc1nnc(-c2ccccc2)n1-c1ccc(C)cc1)=C\c1ccco1
32	2.0	Cc1ccc(Cn2c(C)c(C(=O)NCc3ccc4c(c3)OCO4)sc2=O)cc1
33	-4.0	Cn1ccc2c(N3CCC3)cc3c(c21)C1CCC3O1 (stereo unspecified)
34	1.0	O=C(Nc1ccc(F)cc1)OC1CC2CC1[C@H]1CCCCN1[C@H]2Cc1ccccc1 (stereo partly specified)
35	-0.3	COc1ccc(Nc2nc(C)c(C(C)=O)s2)cc1
36	9.2	COc1ccc(C(=O)N2CCC2(C)C(=O)O)cc1F (stereo unspecified)

# Some of these compounds in order of molecular weight, lowest first.
no.	PI4K2A inh	compound
35	-0.3	COc1ccc(Nc2nc(C)c(C(C)=O)s2)cc1
36	9.2	COc1ccc(C(=O)N2CCC2(C)C(=O)O)cc1F (stereo unspecified)
31	0.6	C/C(C=NNC(=O)CSc1nnc(-c2ccccc2)n1-c1ccc(C)cc1)=C\c1ccco1

# Back to the main list, repeating the two entries before the break.
no.	PI4K2A inh	compound
35	-0.3	COc1ccc(Nc2nc(C)c(C(C)=O)s2)cc1
36	9.2	COc1ccc(C(=O)N2CCC2(C)C(=O)O)cc1F (stereo unspecified)
37	-2.3	CCCCOc1ccc(C(=O)NC2CCCCN(Cc3cccc(C(F)(F)F)c3)C2=O)cc1 (stereo unspecified)
38	3.8	CCc1nc2ccc(C(=O)NCCCn3ccnc3)cn2c1N(C)C(=O)COc1ccccc1
39	-3.8	O=C(C1CCCN1S(=O)(=O)c1ccccc1[N+](=O)[O-])N1CCc2ccccc2C1 (stereo unspecified)
40	1.4	COc1ccc(-n2c(SC/C=C/c3ccccc3)nnc2-c2cccs2)cc1
41	0.9	COc1ccccc1NC(=O)OCCCN1CCC2(CCC(C)CC2)C1=O (stereo unspecified)
42	1.2	O=C(C(=O)N1CCCN(Cc2ccc(F)cc2)CC1)c1ccccc1
43	1.3	CCOc1ccc(CCN2C(=O)C(=O)N([C@@H](CC(C)C)CN3CCC[C@H]3CN3C(=O)C(=O)NC[C@@H]3Cc3ccccc3)C[C@@H]2Cc2ccccc2)cc1
44	-15.5	c1cn2c(-c3ccoc3)cncc2n1
45	-3.4	O=C(Nc1ccc(C(=O)N2CCCCC2)cc1)[C@H]1O[C@@H](n2ccc(=O)[nH]c2=O)[C@H](O)[C@@H]1O
46	1.5	CN1CCN(c2ccc(CNC(=O)c3cccc4c(-c5ccc(F)c(F)c5)coc34)cc2)CC1
47	1.4	CCc1nc2c(OCc3c(C)noc3C)cccn2c1N(C)C(=O)c1ccccc1F
48	-1.4	C=CCN1C[C@@H](COCc2ccccc2)Oc2cccc(F)c2S1(=O)=O

# Among those listed so far, these contain a thiophene ring, fused or not:
no.	PI4K2A inh	compound
5	3.5	O=C(NC(c1ccc(Cl)cc1)c1ccsc1)C1CCN(CCOc2ccc(Cl)cc2)CC1 (stereo unspecified)
14	-10.5	COc1ncccc1-c1cc2nc(NCCNC(C)=O)n(C)c(=O)c2s1
40	1.4	COc1ccc(-n2c(SC/C=C/c3ccccc3)nnc2-c2cccs2)cc1

# Carrying on.
no.	PI4K2A inh	compound
49	-2.5	COC(=O)[C@@]12C[C@@H](CC(=O)NCCCCc3ccccc3)C(=O)N(Cc3cccc4ccccc34)C1=CCC(C)(C)C2
50	-3.0	CC(=O)N1CCc2cc(S(=O)(=O)NCCC(=O)NCc3ccc(Cl)cc3)ccc21
51	-2.7	COc1ccc(S[C@]2(C(=O)N3CCN(c4ncccn4)CC3)CC(=O)N(c3ccccc3)[C@@H]2c2ccc(OC)cc2)cc1
52	1.0	COc1ccc(C2=Cc3ccccc3C(CC(=O)C3CC3)N2c2ccc(C#CCCO)cc2)cc1 (stereo unspecified)
53	5.0	CCOC(=O)[C@]12CCCC=C1N(CCC1=CCCCC1)C(=O)[C@H](CC(=O)NCCCOC)C2
54	2.2	Cn1ccc2c(-c3ccccc3F)cc3c(c21)C1CCC3C1 (stereo unspecified)
55	-4.5	COc1cc(NC(=O)Nc2nc(C(N)C(C)C)cs2)cc(OC)c1OC (stereo unspecified)
56	-1.6	COc1cc(N(C)C)ccc1[C@]1(O)C(=O)N(C)c2ccc(Br)cc21
57	-3.5	CCOC(=O)[C@]12CCCC=C1N(Cc1ccc(Cl)cc1Cl)C(=O)[C@H](CC(=O)NCCCOC)C2
58	0.3	CCCCNS(=O)(=O)/C=C/c1ccccc1CCNC(=O)OC(C)(C)C
59	-0.8	CCc1nc2c(OCC(=O)C(C)(C)C)cccn2c1N(C=O)Cc1ccc(OC)cc1
60	-5.7	COC(=O)c1ccc2nc(-c3ccc(C)cc3)c(CC3CCCCC3)n2c1

# Following part.
no.	PI4K2A inh	compound
61	-3.4	C[C@@H]1COc2cccc(N3CCSCC3)c2S(=O)(=O)N1C
62	3.4	COC[C@@H]1CCCN1[C@H]1CS(=O)(=O)N[C@@H]1COCc1ccccc1
63	-3.1	CC(=O)Nc1cccc(NC(=O)c2ccccc2Cl)c1
64	4.4	O=S1(=O)c2c(cccc2N2CC[C@@H](O)C2)O[C@H]2CCN1C2
65	0.7	C[C@@H]1CN([C@@H](C)COC(=O)C(C)(C)C)C(=O)c2cc(NC(=O)Nc3ccccc3)ccc2O[C@@H](C)CCCCO[C@H]1CN(C)S(=O)(=O)c1ccc(F)cc1
66	-0.6	O=C(Nc1ccc2c(c1)OCCO2)c1[nH]c(C(F)(F)F)nc1-c1ccccc1
67	-2.3	CC(C)C(C(=O)NC1CCCC1)N1CCC(O)(c2ccc(Cl)cc2)CC1 (stereo unspecified)
68	0.3	COc1ccc(S[C@]2(C(=O)N3CCN(c4ncccn4)CC3)CC(=O)N(c3ccc(OC)cc3)[C@@H]2c2ccc(OC)cc2)cc1
69	6.5	CCOc1ccc(CCN2C(=O)C(=O)N([C@@H](CC(C)C)CN3CCC[C@H]3CN3C(=O)C(=O)NC[C@@H]3Cc3ccc(O)cc3)C[C@@H]2Cc2ccccc2)cc1
70	6.9	COc1ccc([C@H]2CC(=O)C[C@@H](CCn3cccn3)O2)cc1
71	-0.1	CCOC(=O)N1CCN(C(=O)C[C@H]2C[C@@]3(C(=O)OC)C(=C[C@H](C4CCCC4)O[C@@H]3C)N(CCc3ccc(OC)c(OC)c3)C2=O)CC1
72	-0.7	O=C(Nc1nnc([C@H]2C[C@H](O)[C@@H](CO)O2)s1)NC(c1ccccc1)c1ccccc1

# New compounds follow
no.	PI4K2A inh	compound
73	0.0	CCCCN1C[C@@H]2CSCCS(=O)(=O)N2C1=O
74	-1.8	COc1ccc(NC(=O)c2cc(C3CCCCN3C(=O)c3ccc4c(c3)CCO4)on2)c(C)c1 (stereo unspecified)
75	-8.2	O=C(NCc1ccccc1)C(c1cccc2ccccc12)n1c(=O)c(-c2ccco2)nc2ccccc21 (stereo unspecified)
76	4.1	COc1cccc(C(c2nnnn2-c2c(C)cccc2C)N2CCN(C/C=C/c3ccccc3)CC2)c1OC (stereo unspecified)
77	-1.1	COc1cc(-c2cc(NC=O)c3ncc(-c4cccc(C(F)(F)F)c4)n3c2)cc(OC)c1OC
78	0.1	CC(C)n1nnnc1C1c2ccccc2C(=O)N1CCOc1ccccc1 (stereo unspecified)
79	1.9	CCCCCN1CCCCC(NC(=O)C(C)CCC)C1=O (stereo unspecified)
80	0.3	N#Cc1ccc(C(C(=O)NCc2ccccc2)n2c(=O)c(-c3cc4ccccc4[nH]3)nc3ccccc32)cc1 (stereo unspecified)
81	0.1	O=C(C(=NNc1ccccc1)C(=S)Nc1ccccc1)c1ccccc1
82	-1.5	O=S1(=O)CC(N2CCN(CCO)CC2)CN1Cc1ccc(F)cc1 (stereo unspecified)
83	-2.0	CC(C)=CCC1C(=O)N(c2ccccc2)N(c2ccccc2)C1=O
84	-3.5	COC(=O)[C@@]12C[C@@H](CC(=O)NCc3cccs3)C(=O)N(Cc3ccccc3)C1=CCC(C)(C)C2

# Next section:
no.	PI4K2A inh	compound
85	-3.2	O=C(Nc1ccc(F)c(Cl)c1)c1cc(C2CCCCN2C(=O)c2ccc3c(c2)CCO3)on1 (stereo unspecified)
86	-3.0	O=C1O[C@@H](c2ccccc2)C[C@@H](O)C(=O)CCc2ccccc21
87	-2.8	Cc1cnc(NC(=O)C2(C)CCN2C(=O)C(C)C)s1 (stereo unspecified)
88	0.2	Cc1cccc(C)c1N1C(=O)c2ccccc2NC(=O)C1C(=O)Nc1ccc2c(c1)OCCO2 (stereo unspecified)
89	-3.2	O=C1NC2CCCCN2C12CCN(CCCN1c3ccccc3CCc3ccc(Cl)cc31)CC2 (stereo unspecified)
90	0.2	O=C(Nc1ccccc1Cl)c1cc(C2CCCN(S(=O)(=O)c3cccs3)C2)on1 (stereo unspecified)
91	0.9	O[C@@H](CNC[C@H](O)[C@H]1CCc2cc(F)ccc2O1)[C@@H]1CCc2cc(F)ccc2O1
92	-2.8	CCCS(=O)(=O)NC(=O)C1(C)CCN(C(=O)c2ccccc2OC(F)(F)F)C1 (stereo unspecified)
93	1.2	CNc1cncc(-c2ccc(OC)cc2)n1
94	-0.3	O=C1OC(C(Cl)(Cl)Cl)Nc2ccccc21 (stereo unspecified)
95	-1.6	CC(=O)c1cccc(-c2ccnc3c2CC(C(=O)Nc2ccccc2)O3)c1 (stereo unspecified)

# Assay outcomes deposited in PubChem by National Center for Advancing Translational Sciences (NCATS).
